# RAD54 inh: inhibitors of human RAD54 branch migration | 0.14% of 360,000 active | RAD54 Holliday junction branch migration, FAM/BHQ fluorescence | inhibition, % at 10.4 µM;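 active = mean normalized replicate activity at least 40 and at least half of replicates scoring 40 or more; inconclusive = only one of the two criteria met; inactive = mean below 40 and under half of replicates reaching 40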;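 also: 0% = median of neutral control wells and 100% = median of positive control wells; inhibitors cause a drop in the FAM fluorescence signal; in these data hits start at about 50%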
# E-sel inducer: E-selectin induction on HUVECs. P16581. HUVEC E-selectin immunofluorescence imaging; normalized: neutral wells 0, TNF-alpha wells 100. activation, % at 7.58 µM. 0.37% of 260,000 active. AID 686992;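 active = mean E-selectin-positive cell signal at least 10% of the positive control, reached in at least 60% of replicates, without over 20% cell loss; inconclusive = no rule given, readout overlaps actives, possibly toxicity-flagged; inactive = the rest, including those meeting only one limit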;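 also: in these data hits start at about 27%; measured in HUVEC primary endothelial cells; signal is the percent of cells scored E-selectin positive by PE staining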
# Target sequence (P16581 whole entry, looked up): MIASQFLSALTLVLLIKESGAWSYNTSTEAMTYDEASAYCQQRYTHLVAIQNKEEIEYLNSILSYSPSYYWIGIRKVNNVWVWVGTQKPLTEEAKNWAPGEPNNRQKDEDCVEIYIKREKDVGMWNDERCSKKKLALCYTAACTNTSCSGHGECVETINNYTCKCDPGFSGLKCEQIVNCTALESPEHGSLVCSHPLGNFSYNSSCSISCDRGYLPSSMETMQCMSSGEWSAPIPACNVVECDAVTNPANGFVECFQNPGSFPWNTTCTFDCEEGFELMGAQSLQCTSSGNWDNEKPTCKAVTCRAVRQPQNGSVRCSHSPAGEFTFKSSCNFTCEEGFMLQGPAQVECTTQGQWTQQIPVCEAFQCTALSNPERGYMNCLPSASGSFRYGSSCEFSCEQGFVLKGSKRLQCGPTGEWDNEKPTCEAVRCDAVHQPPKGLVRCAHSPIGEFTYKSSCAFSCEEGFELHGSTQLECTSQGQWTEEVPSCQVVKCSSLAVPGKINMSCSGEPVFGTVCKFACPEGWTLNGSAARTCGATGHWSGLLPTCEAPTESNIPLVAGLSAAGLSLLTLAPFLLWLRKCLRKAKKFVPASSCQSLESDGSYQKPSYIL
#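 assay system = HUVEC, human umbilical vein endothelial cells | input = 3,000 HUVEC seeded per well | medium = EGM-2 growth medium on 0.1% gelatin-coated wells | dosing = one compound dose added by pin transfer | signal = immunofluorescence imaging | read-out basis = % PE-positive cells | control set = TNF-alpha, DMSO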
# RAD52 inh: inhibitors of human RAD52 DNA annealing; P43351; recombinant RAD52 DNA annealing, FRET fluorescence; inhibition, % at 18.7 µM; 0.46% of 360,000 active; AID 651710;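 active = every replicate showing at least 50% inhibition; inconclusive = mean inhibition at least 50% but not in every replicate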
# CASP6 VEID inh: blocks human caspase-6 cleavage activity; P55212; purified caspase-6, Z-VEID-R110 cleavage fluorescence; inhibition, % at 12.5 µM; 0.53% of 350,000 active;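 active = mean inhibition across replicates at least about 35%, with every replicate also reaching that limit, limit read from the data; inconclusive = only one of the two criteria met; inactive = neither criterion met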;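 also: 0% = median of neutral control wells and 100% = no fluorescence left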
# Target sequence (P55212 24-179 limits assumed): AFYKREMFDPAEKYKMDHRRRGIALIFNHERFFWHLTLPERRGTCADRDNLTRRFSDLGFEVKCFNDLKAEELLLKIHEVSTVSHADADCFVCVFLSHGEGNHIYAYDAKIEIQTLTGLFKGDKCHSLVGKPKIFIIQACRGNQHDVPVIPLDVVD
# Target sequence (P55212 194-293 limits assumed): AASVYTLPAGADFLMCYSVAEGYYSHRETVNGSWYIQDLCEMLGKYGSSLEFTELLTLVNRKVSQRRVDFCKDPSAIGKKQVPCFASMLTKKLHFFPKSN
# CFTR F508del cor: correctors of CFTR F508del function in bronchial epithelial cells. CFBE cells, YFP halide quenching; stimulated with forskolin plus potentiator P3; % fluorescence drop versus neutral controls. activity (quench increase), % at 7.58 µM. 0.36% of 350,000 active. AID 720511;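 active = mean added fluorescence quench of at least 8% versus neutral control, with both replicates also reaching 8%; inconclusive = only one of the mean or replicate conditions met; inactive = mean below 8% and not both replicates reaching 8%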;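 also: cells transiently co-express mutant CFTR-F508del with the halide-sensitive YFP; corrector assay measuring rescue of mutant channel to the surface after 24 h compound exposure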
# DENV2 CPE: DENV2-induced cell death inhibition; DENV2-infected cells, cytopathic effect rescue, plate reader; CPE inhibition, % at 9.99 µM; 1.7% of 350,000 active; AID 651640; in the data active = CPE inhibition above about 20%, passing the limit was not always enough; inconclusive = no clear call, values can overlap the other calls; tested in BHK-21 cells;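 also: 0% = median of neutral control wells and 100% = median of positive control wells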
# Xi reactivation: X-chromosome reactivation activator. XiGFP mouse fibroblasts, % GFP-positive cells imaging, 3 d; cells co-treated with 5-aza-dC sensitizer; scaled so ellipticine positive control = 100%. activation, % at 7.58 µM. 0.055% of 360,000 active;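 active = mean normalized replicate activation at least 10% and every replicate at or above 10%; inconclusive = only one of the two criteria met; inactive = mean below 10% and not all replicates reach 10%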;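 also: 0% = median of on-plate neutral control wells and 100% = ellipticine 6 µM median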
#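 Schedule: 3 d treatment, 15 min room-temperature fixation; system: 68-5-11 XiGFP fibroblast line; buffer or medium: DMEM plus 5-aza-dC sensitizer; control set: ellipticine 6 µM positive control; compound: one concentration, pinned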
# INS-1E GSIS act: GLuc luminescence reporter in INS-1E cells, primary screen for activators of glucose-dependent secretion of insulin; INS-1E GLuc reporter insulin secretion, 2-3 h; activation, % at 16.6 µM; 0.61% of 370,000 active; AID 743287;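 active = lowest replicate activation of at least 40%, so every replicate reaches that level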;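 also: 0% = median of neutral control wells and 100% = median of IBMX positive control wells; some compounds called inactive have numbers as strong as hits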
# An asterisk follows results filed as active; u = inconclusive; x = no result given.
SMILES,RAD54 inh,E-sel inducer,RAD52 inh,CASP6 VEID inh,CFTR F508del cor,DENV2 CPE,Xi reactivation,INS-1E GSIS act
Cc1cc(N2CCCC2)nc2ccc(NC(=S)NCCCOC(C)C)cc12,x,x,57.6*,x,1.9,2.9,0.0,-1.5
Cc1cc(C)n(CC(C)NCc2c(C(=O)N3CCOCC3)nc3c(C)cccn23)n1 (centres undefined),-10.4,-0.2,-4.0,-4.2,-1.0,-3.1,-0.1,x
COc1ccccc1OCC(=O)NNC(=O)CCCC(=O)NNC(=O)COc1ccccc1OC,-12.2,0.0,-14.7,2.4,0.2,u,0.3,-0.1
COc1ccc(CNC(=O)CN2C(=O)COc3ccc(S(=O)(=O)N4CCCCC4)cc32)cc1,-10.6,x,-21.9,0.1,-0.5,-6.5,0.0,8.9
CN(C)S(=O)(=O)c1cc(NC(=O)C2=COCCO2)ccc1Cl,-9.3,x,-4.4,-0.3,3.6,6.1,0.4,0.1
Cc1cccc(Oc2nc(-c3ccccn3)nc3ccccc23)c1,2.7,-0.2,-24.4,-0.8,4.3,-2.0,0.0,6.7
CC(OC(=O)/C=C/c1ccco1)C(=O)NC1CCCCC1 (centres undefined),5.9,x,-20.6,12.4,-4.5,0.3,0.0,x
CCCc1ccc(C(=O)Cn2nc(C(=O)O)c3ccccc3c2=O)cc1,x,0.0,7.4,-0.3,-1.5,-0.7,0.0,4.9
O=C(CCc1nc2ccccc2c(=O)[nH]1)N1CCN(S(=O)(=O)c2cc(Cl)ccc2Cl)CC1,-4.9,7.0,3.7,-136.9,0.7,6.3,0.1,31.5
CN(C)/C=N/NC(=O)c1ccccc1,1.7,x,1.1,0.2,-0.8,-7.8,0.0,x
CCNC(=O)C[C@@H]1CC[C@H]2[C@@H](COC[C@@H](O)CN2Cc2ccccc2F)O1,-3.6,0.1,-1.9,-3.6,3.2,4.9,0.2,2.1
O=C1[C@@H]2C(c3cccnc3)=NO[C@@H]2C(=O)N1c1ccc(Br)cc1,-1.9,0.4,-9.3,-2.4,-2.1,1.7,0.0,-11.5
CC(C)Oc1ccc(C(CC(=O)O)c2ccc(F)cc2)cc1 (centres undefined),13.5,3.6,-8.0,1.9,-1.6,-3.0,0.0,-5.7
COc1ccc(CNC(=O)OCCN2CCN(Cc3ccccc3)CCC2=O)cc1,-2.6,0.1,-14.9,-4.7,0.8,x,0.0,-18.5
COc1ccc(C(CNC(=O)COc2ccc(F)cc2Cl)N2CCOCC2)cc1 (centres undefined),x,x,-9.5,1.4,0.1,18.4,0.0,-17.9
O=S(=O)(c1ccc(F)cc1)N1CCCCN2[C@H](C1)[C@H](c1ccc(-c3cncnc3)cc1)[C@@H]2CO,13.2,0.1,-9.0,0.7,0.5,-6.6,0.0,-9.0
CO[C@H]1CN(C)C(=O)c2ccc(NC(C)=O)cc2OC[C@@H](C)N(C(=O)C2CC2)C[C@H]1C,-9.1,-0.1,0.8,-4.7,-0.9,1.7,-0.3,-1.9
N#Cc1c(SCC(=O)Nc2ccc(Cl)cc2Cl)sc2c(O)cc(=O)[nH]c12,-2.8,2.1,-30.0,40.4*,0.7,-5.9,0.0,2.3
CO[C@@H]1CN(C)C(=O)c2ccc(NS(=O)(=O)CC(F)(F)F)cc2OC[C@@H](C)N(CCC(F)(F)F)C[C@H]1C,-2.4,0.2,-5.9,0.6,-2.2,-0.8,0.5,-2.0
COCC(=O)Nc1ccc2c(c1)C(=O)N(C)[C@@H]1CC[C@@H](CC(=O)N3CCc4ccccc4C3)O[C@H]1CO2,-0.3,-0.1,1.9,0.0,1.1,-1.3,0.0,10.8
CC(C)(C)c1ccc(C(=O)Nc2ccc(C(=O)N3CCCC3)cc2)cc1,4.5,x,-7.0,-5.5,2.1,-3.3,0.0,-20.3
CCc1cc2c(nc1CC)CCCN2S(=O)(=O)c1ccc(C)cc1,x,-0.1,-7.5,-6.2,-1.0,-13.2,0.3,x
O=[N+]([O-])c1ccc(OCn2cncn2)cc1,-5.8,0.0,-14.1,2.5,0.6,u,-0.3,6.5
O=C(CCCN1C(=O)/C(=C\c2ccccc2)SC1=S)Nc1ccccc1O,x,12.8,-15.0,-0.5,0.5,4.1,0.1,-0.1
COc1cc(CNC2CCCCCCC2)cc(Br)c1OCC#N,x,x,2.6,-13.1,x,1.1,-0.1,x
NC(=NC(=O)c1cccc(C(F)(F)F)c1)c1ccc(C(F)(F)F)cn1,-2.3,x,-11.8,0.0,-1.0,5.1,21.8*,0.1
O=C(Nc1cc(F)ccc1F)N[C@@H]1CC[C@H](CCn2cc(C3CC3)nn2)O[C@H]1CO,4.0,-0.2,-7.0,-0.8,1.2,3.1,1.1,-12.8
CCCC(C)NC(=O)c1ccccc1SC (centres undefined),x,0.1,-4.0,1.6,-2.2,x,0.0,4.1
CCCC(=O)Nc1ccc2c(c1)C(=O)N(C)[C@H]1CC[C@H](CC(=O)NCCCN(C)C)O[C@@H]1CO2,13.7,0.0,-9.4,-18.3,3.0,60.7*,0.1,3.5
COc1ccc(CC(=O)NNC(=O)c2ccco2)cc1OC,x,x,-8.2,1.7,0.6,1.6,0.0,21.9
CCCC#Cc1ccc([C@@H]2[C@H]3CN(S(C)(=O)=O)CCCCN3[C@H]2CO)cc1,-1.4,0.0,-10.4,-5.1,-1.4,15.8,0.0,-1.9
COc1ccc(CCn2ccc(O)c(Cc3ccc(Cl)cc3Cl)c2=O)cc1OC,x,x,-6.1,2.0,2.3,-5.5,0.0,28.7
Nc1cc(=O)[nH]c(SCCSc2ccc(F)cc2)n1,1.2,-0.2,-2.3,-4.1,0.6,u,0.2,4.6
CN(C)CC/C=C1/c2cc(F)ccc2Sc2ccc(Cl)cc21,21.3,x,47.1,1.0,-3.0,4.6,0.2,-22.7
Cc1ccc(C)c2[nH]c(=O)c(CCNC(=O)c3cccs3)cc12,-0.5,-1.3,-9.5,-0.9,7.8,6.8,0.0,x
NC(=O)NC(=O)COC(=O)/C=C/c1cccs1,18.6,5.2,-11.3,-5.6,-0.1,3.2,-0.1,22.1
Cc1cc(C)nc(Nc2nc(C(N)Cc3ccccc3)cs2)n1 (centres undefined),5.9,-0.3,-4.3,1.8,2.7,8.2,0.5,3.4
C[C@H](CO)N1C[C@H](C)[C@H](CN(C)S(=O)(=O)c2ccc(F)cc2)Oc2ccc(NC(=O)Cn3cnnn3)cc2C1=O,-2.8,0.0,-9.6,2.6,3.0,3.7,-1.1,-2.9
O=C(Nc1nccs1)c1cnc2sccn2c1=O,7.0,0.0,-186.2,7.5,-0.2,-2.9,0.1,-0.2
C[C@H](CO)N1C[C@H](C)[C@@H](CN(C)CC2CCCC2)OCc2cnnn2CCCC1=O,0.8,-0.1,3.9,-0.1,0.4,-6.1,0.0,10.7
COc1ccc2nc(NC(=O)CSC3=NCCS3)sc2c1,3.5,x,-10.6,3.5,x,x,x,0.6
O=C(Nc1ccccc1)Nc1ccc(Nc2ccccc2)cc1,-2.0,0.0,-8.5,-3.8,0.7,-5.8,-0.2,-7.8
CN(C)CCNc1nc2sc3c(c2c(=O)n1-c1ccccc1)CCCCC3,1.7,0.2,6.0,-4.1,-0.5,4.3,0.0,0.2
NC(=S)N/N=C1\CC(c2ccc3c(c2)OCCCO3)Oc2ccc(F)cc21 (centres undefined),-11.1,-5.0,-1.5,-0.4,0.0,0.4,0.1,-3.9
CCS(=O)(=O)NC[C@H]1[C@@H](c2ccccc2)[C@@H](CO)N1CC1CCCCC1,x,-0.1,x,x,3.9,4.4,0.0,-8.3
N#Cc1ccc(-c2cccc3nccn23)cc1,-7.2,0.1,-17.2,0.3,0.2,8.0,0.0,4.0
CS(=O)(=O)N1[C@@H](C#N)[C@@H](c2ccccc2-c2ccc(F)cc2)[C@@H]1CO,x,-0.1,0.4,0.4,2.2,-8.9,0.0,1.7
C[C@@H]1CN([C@@H](C)CO)C(=O)c2cc(NC(=O)Cc3ccccc3)ccc2O[C@@H](C)CCCCO[C@H]1CN(C)C(=O)c1ccccc1,4.4,-0.1,-10.2,-1.2,-0.4,7.6,0.3,-8.2
Nc1[nH]c(=O)[nH]c(=O)c1N=Nc1ccc(C(=O)O)cc1,3.6,0.3,-12.6,3.1,-1.5,-5.5,-0.1,12.3
O=C(CCCNC(=O)c1ccc(Cl)cc1)Nc1ccc(Br)cc1,-0.5,0.6,-13.6,-1.3,0.4,0.1,0.1,9.8
COc1ccc(NC(=O)Nc2ccc3c(c2)C(=O)N([C@@H](C)CO)C[C@H](C)[C@H](CN(C)C(=O)c2ccccc2)OCCCC[C@H](C)O3)cc1,7.0,-0.4,9.4,-0.4,6.5,u,-0.5,-15.9
CC(C)C[C@H](NC(=O)C1CC(=O)N(c2ccc3c(c2)OCO3)C1)C(=O)NC1CCCC1 (some centres undefined),-4.8,-0.1,-108.5,15.4,-1.2,2.5,0.0,8.4
CCOC(=O)c1cc(-c2cc(OC)c(OC)c(OC)c2)nc2c1c(=O)[nH]c(=O)n2Cc1ccccc1,x,x,-9.1,1.9,0.3,-5.1,0.0,-3.3
COc1ccc(C#Cc2ccc3c(c2)O[C@H](CN(C)C(=O)Nc2cccc(OC)c2)[C@H](C)CN([C@@H](C)CO)S3(=O)=O)cc1,-6.8,7.9,-39.7,4.8,3.7,u,-0.8,9.8
COc1ccccc1CNc1nc(NC(C)C)nc2cc(-c3ccccc3)sc12,11.3,2.0,-9.1,1.7,-0.3,-1.2,-0.1,-7.9
O=C(Nc1nnc(-c2ccc(Cl)cc2)o1)c1ccccc1Br,-2.4,-0.1,-1.4,-0.3,-2.9,9.0,0.0,-6.0
Cn1c(=O)c2c(ncn2CC(COCc2ccccc2)OCc2ccccc2)n(C)c1=O (centres undefined),x,0.4,-12.0,-0.5,0.4,-4.5,-0.1,x
Cc1cccnc1NC(=O)CNC(=O)C1CCCCC1,5.4,x,-5.7,-95.3,-2.6,-3.5,0.0,-2.3
CCN1C(=O)[C@H]2[C@@H](c3ccc(C(F)(F)F)cc3)N[C@]3(CCCN(Cc4cccn4C)C3=O)[C@H]2C1=O,-18.1,0.0,-16.9,6.4,0.4,-4.5,0.2,-2.5
CCc1c(Cl)nc(N)nc1Nc1ccccc1C,0.3,-0.1,0.6,-4.2,-1.5,1.3,-0.1,33.6
CCCCN(C)C(=O)c1sc(=O)n(Cc2ccc(Cl)c(Cl)c2)c1C,6.0,x,-21.4,1.3,0.8,-1.5,0.1,-32.1
CCCNC(=O)N1C[C@@H](C)[C@@H](OC)CN(C)C(=O)c2cc(NC(C)=O)ccc2OC[C@@H]1C,-3.2,1.8,-0.3,1.1,0.5,-10.9,0.0,13.3

# CASP6 VEID inh, entries above that show a hit.
SMILES,RAD52 inh,CASP6 VEID inh,CFTR F508del cor,INS-1E GSIS act
N#Cc1c(SCC(=O)Nc2ccc(Cl)cc2Cl)sc2c(O)cc(=O)[nH]c12,-30.0,40.4*,0.7,2.3

# Screening data: PubChem BioAssay, Broad Institute
